# Source: PubChem BioAssay
# NR2E3 ag-1: agonists of human nuclear receptor NR2E3; Q9Y5X4; GST-NR2E3/biotin-RetCOR TR-FRET, 1536-well; inhibition of corepressor binding, % at 4.78 µM; 320,000 compounds, 0.12% hits; AID 2300;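 active means percent inhibition above the cutoff of mean plus 3 SD of all tested compounds, set per screening campaign, cut at about 20% in these data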;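 further: 0% = DMSO wells and 100% = biotin wells as full block of FRET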
# Target sequence (Q9Y5X4 whole entry, looked up): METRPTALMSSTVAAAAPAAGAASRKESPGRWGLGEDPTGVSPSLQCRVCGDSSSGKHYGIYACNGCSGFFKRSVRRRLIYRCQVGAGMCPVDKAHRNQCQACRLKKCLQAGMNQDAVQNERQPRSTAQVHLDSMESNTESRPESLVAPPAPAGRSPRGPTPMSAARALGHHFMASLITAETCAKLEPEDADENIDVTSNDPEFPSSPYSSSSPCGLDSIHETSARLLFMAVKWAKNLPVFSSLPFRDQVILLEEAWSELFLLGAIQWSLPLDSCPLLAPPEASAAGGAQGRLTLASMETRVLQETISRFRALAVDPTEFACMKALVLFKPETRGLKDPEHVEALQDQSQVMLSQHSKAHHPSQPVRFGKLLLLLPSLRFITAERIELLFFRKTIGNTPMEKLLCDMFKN
#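 Format: 1536-well format; test system: GST-NR2E3 and biotin-RetCOR proteins; read-out basis: percent inhibition of TR-FRET ratio; timing: 5 h incubation at 4 °C; detection: time-resolved FRET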
# HIF-2a inh: inhibitors of HIF-2a | 786-0 RCC cells HIF-2a reporter, luciferase luminescence, overnight | inhibition, % at 18.8 µM | 360,000 compounds, 0.72% hits | AID 624352;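 active means inhibition of the luminescence signal of 40% or more relative to plate controls, in a single-dose primary screen at 18.75 µM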
# MITF TRPM1 inh: inhibitors of MITF-driven TRPM1 promoter in melanoma cells. SK-MEL-5 TRPM1 promoter luciferase, 24 h. inhibition, % at 12.5 µM. 330,000 compounds, 0.83% hits;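 active means mean inhibition across replicates of 60% or more, whatever share of single replicates reaches that level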; further: values of inactives mirror those of a sister screen read the other way
# Vif imaging: HIV Vif inhibition | HEK293T cells, Vif self-association by quenched fluorescence, imaging, 24 h | 340,000 compounds, 0.35% hits | AID 602346 | inhibition, % at 7.49 µM; in the data active means inhibition above about 50%, passing the limit was not always enough; further: some results filed as inactive read as strong as hits
# Peg3 promoter: inhibitors of Peg3 promoter | HeLa PEG-Prom luciferase reporter, luminescence, overnight | inhibition, % at 20 µM | 360,000 compounds, 1.7% hits;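 active means inhibition of at least 50% at 20 µM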
# hiPSC survival: hiPSC single-cell survival enhancement; ATPlite luminescence; 100% = ROCK inhibitor wells, 0% = DMSO; survival enhancement, % at 20 µM; 360,000 compounds, 0.044% hits; in the data active means survival enhancement above about 18%;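 further: cells exposed to compounds for 16 hours before the ATP read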
# PDI turbidity: inhibitors of human protein disulfide isomerase; AID 588391; PDI insulin aggregation turbidity, A650, 90 min; inhibition, % at 10 µM; P07237; 350,000 compounds, 0.052% hits;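 active means mean inhibition across replicates of 30% or more, whatever share of single replicates reach that level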;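 further: absorbance from insulin aggregation driven by PDI reduction with DTT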
# Target sequence (P07237 whole entry, looked up): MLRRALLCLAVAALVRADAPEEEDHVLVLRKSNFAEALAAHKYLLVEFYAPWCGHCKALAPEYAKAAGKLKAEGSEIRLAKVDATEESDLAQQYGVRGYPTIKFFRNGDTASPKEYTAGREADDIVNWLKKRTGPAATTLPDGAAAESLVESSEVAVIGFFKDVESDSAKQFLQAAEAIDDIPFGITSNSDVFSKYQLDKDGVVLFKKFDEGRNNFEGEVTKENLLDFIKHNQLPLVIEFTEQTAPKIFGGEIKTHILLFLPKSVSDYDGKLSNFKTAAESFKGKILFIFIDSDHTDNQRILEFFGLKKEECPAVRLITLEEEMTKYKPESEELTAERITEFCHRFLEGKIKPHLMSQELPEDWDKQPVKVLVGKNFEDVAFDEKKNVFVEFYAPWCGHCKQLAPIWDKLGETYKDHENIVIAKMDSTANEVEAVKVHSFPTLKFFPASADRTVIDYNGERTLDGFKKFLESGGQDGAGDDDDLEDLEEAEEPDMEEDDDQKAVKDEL
# aDG glyco act: increases alpha dystroglycan glycosylation; Pro5-aDG cells, alpha-DG glycosylation AlphaScreen (IIH6); 0% Pro5, 100% B10-LARGE cell signal; activation, % at 10 µM; 360,000 compounds, 0.22% hits;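 active means activation of at least 8% versus controls, or a plate z-score of at least 8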;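 further: Pro5 are CHO cells carrying HIG-tagged alpha-DG that lacks glycosylation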
# Granule exo inh: blocks lytic granule exocytosis; TALL-104 LAMP-1 surface exposure, flow cytometry; cells stimulated with thapsigargin and PMA; inhibition, % at 10 µM; 360,000 compounds, 0.66% hits; AID 651702;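 active means inhibition above about 55%, limit read from the data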
# NR2E3 ag-2: human photoreceptor-specific nuclear receptor agonism; Q9Y5X4; CHO-S Gal4-NCOR/VP16-NR2E3 two-hybrid, luciferase; inhibition of corepressor binding, % at 3.98 µM; 360,000 compounds, 0.35% hits; AID 602229;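 active means inhibition above the mean of all tested compounds plus 3 SD, cut at about 70% in these data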;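 further: 0% = DMSO with NR2E3 transfected cells and 100% = cells lacking NR2E3 construct; higher means lower luciferase signal from less NR2E3 corepressor binding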
# CaV13 FRET inh: Disruptors of the CACNA1D IQ motif to Ca2+-dependent inactivation inhibitor domain association, primary screening, Förster resonance energy transfer in intact living … | 340,000 compounds, 0.098% hits | HEK cells, CFP/YFP FRET ICDI-IQ, plate reader, 10 min; percent FRET-ratio fall versus neutral wells | inhibition, % at 12.3 µM | AID 743397;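 active means mean replicate inhibition of at least 30% and at least 1% of replicates passing that level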;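 further: 0% = median of the neutral control wells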
# * hit, by the source's call; . = no result given.
cpd	SMILES	NR2E3 ag-1	HIF-2a inh	MITF TRPM1 inh	Vif imaging	Peg3 promoter	hiPSC survival	PDI turbidity	aDG glyco act	Granule exo inh	NR2E3 ag-2	CaV13 FRET inh
1	CCC1C/C(=C/c2cccs2)C(=O)/C(=C/c2cccs2)C1 (stereo not given)	2	0	17	-5	13	-0.7	4	-0.5	-4	-20	-8
2	CCCCCCC(C)n1cc(C(C)=O)c(=O)n(C)c1=O (stereo not given)	1	16	-1	0	14	1.0	6	0.0	0	13	-1
3	Cc1cc(C(=O)NNC(=S)NCc2ccccc2)cs1	-1	-16	4	-5	-4	5.9	7	0.1	2	-9	-15
4	O=C(CSc1n[nH]c(-c2ccccn2)n1)Nc1ccccc1F	1	19	5	-4	1	0.3	8	0.0	-10	7	-3
5	CCC(=O)Nc1cccc(-c2nnc(SCC(=O)c3ccccc3)n2C)c1	3	-197	-34	4	-219	-0.4	8	0.1	-4	-29	-4
6	CC1CCCC(C)N1C(=O)Cn1nnc(-c2ccc([N+](=O)[O-])cc2)n1 (stereo not given)	-4	2	9	-2	14	0.3	-34	0.1	1	-8	23
7	O=C(COc1ccc(Cl)cc1Cl)NC1CCSC1=O (stereo not given)	3	-204	-90	-13	-281	-3.0	2	-0.2	2	-58	-6
8	Cc1ccc(NC(=O)CCN2CCCCC2)cc1	-2	61*	5	-3	34	-0.5	4	-0.1	1	33	-4
9	COC(=O)c1cnc(N)s1	.	5	2	19	0	-0.9	1	0.1	-6	15	-5
10	COc1ccccc1NS(=O)(=O)c1cc2c3c(c1)CCN3C(=O)CC2	-3	1	-3	7	-10	0.2	1	0.0	-6	-5	-7
11	CCc1ccc(OCC(=O)Nc2ccc(N3CCN(C(=O)c4ccccc4)CC3)cc2)cc1	2	13	11	-12	10	-0.2	8	0.5	-5	-18	-11
12	Cc1ccccc1CN1CCN(C2CCC2)CC1CCO (stereo not given)	-3	17	-1	0	0	-0.2	2	-0.1	1	7	-4
13	COc1ccc(C(=O)Nn2c(C3CCC3)nc3ccccc3c2=O)c(OC)c1	4	14	3	.	24	-2.6	7	0.0	-1	-4	-7
14	O=C(O)CCC(=O)N1CCN(Cc2ccc3c(c2)OCO3)CC1	4	8	7	33	4	0.0	-1	0.1	20	-8	-20
15	O=C(/C=C/c1cccc([N+](=O)[O-])c1)OCC1CCCO1 (stereo not given)	.	3	2	-2	-49	0.5	4	0.0	1	-15	-19

# 13 compounds already listed, sorted by SMILES length, low to high.
cpd	SMILES	NR2E3 ag-1	HIF-2a inh	MITF TRPM1 inh	Vif imaging	Peg3 promoter	hiPSC survival	PDI turbidity	aDG glyco act	Granule exo inh	NR2E3 ag-2	CaV13 FRET inh
9	COC(=O)c1cnc(N)s1	.	5	2	19	0	-0.9	1	0.1	-6	15	-5
8	Cc1ccc(NC(=O)CCN2CCCCC2)cc1	-2	61*	5	-3	34	-0.5	4	-0.1	1	33	-4
12	Cc1ccccc1CN1CCN(C2CCC2)CC1CCO (stereo not given)	-3	17	-1	0	0	-0.2	2	-0.1	1	7	-4
7	O=C(COc1ccc(Cl)cc1Cl)NC1CCSC1=O (stereo not given)	3	-204	-90	-13	-281	-3.0	2	-0.2	2	-58	-6
3	Cc1cc(C(=O)NNC(=S)NCc2ccccc2)cs1	-1	-16	4	-5	-4	5.9	7	0.1	2	-9	-15
2	CCCCCCC(C)n1cc(C(C)=O)c(=O)n(C)c1=O (stereo not given)	1	16	-1	0	14	1.0	6	0.0	0	13	-1
4	O=C(CSc1n[nH]c(-c2ccccn2)n1)Nc1ccccc1F	1	19	5	-4	1	0.3	8	0.0	-10	7	-3
1	CCC1C/C(=C/c2cccs2)C(=O)/C(=C/c2cccs2)C1 (stereo not given)	2	0	17	-5	13	-0.7	4	-0.5	-4	-20	-8
15	O=C(/C=C/c1cccc([N+](=O)[O-])c1)OCC1CCCO1 (stereo not given)	.	3	2	-2	-49	0.5	4	0.0	1	-15	-19
5	CCC(=O)Nc1cccc(-c2nnc(SCC(=O)c3ccccc3)n2C)c1	3	-197	-34	4	-219	-0.4	8	0.1	-4	-29	-4
13	COc1ccc(C(=O)Nn2c(C3CCC3)nc3ccccc3c2=O)c(OC)c1	4	14	3	.	24	-2.6	7	0.0	-1	-4	-7
6	CC1CCCC(C)N1C(=O)Cn1nnc(-c2ccc([N+](=O)[O-])cc2)n1 (stereo not given)	-4	2	9	-2	14	0.3	-34	0.1	1	-8	23
11	CCc1ccc(OCC(=O)Nc2ccc(N3CCN(C(=O)c4ccccc4)CC3)cc2)cc1	2	13	11	-12	10	-0.2	8	0.5	-5	-18	-11

# Arranged by the number under NR2E3 ag-1 (largest number first): 3 from the list above.
no.	canonical_smiles	NR2E3 ag-1
14	O=C(O)CCC(=O)N1CCN(Cc2ccc3c(c2)OCO3)CC1	4
11	CCc1ccc(OCC(=O)Nc2ccc(N3CCN(C(=O)c4ccccc4)CC3)cc2)cc1	2
2	CCCCCCC(C)n1cc(C(C)=O)c(=O)n(C)c1=O (stereo not given)	1

# The list continues:
cpd	SMILES	NR2E3 ag-1	HIF-2a inh	MITF TRPM1 inh	Vif imaging	Peg3 promoter	hiPSC survival	PDI turbidity	aDG glyco act	Granule exo inh	NR2E3 ag-2	CaV13 FRET inh
16	O=C(CC(c1ccccc1)c1cc(Br)ccc1O)NCc1ccco1 (stereo not given)	1	31	8	-2	21	-3.2	-5	0.3	-2	-12	.
17	CC(C#N)(Cc1ccccc1)Nc1ccccc1 (stereo not given)	3	8	7	2	6	1.1	-1	0.0	-8	-5	-4
18	Cc1cccc(NC(=S)N=Nc2c(O)n(CN3CCOCC3)c3ccccc23)c1C	0	17	9	-2	21	3.4	1	1.6	0	72*	-5
19	CC(C)(C)NC(=O)NC(=O)COC(=O)c1c(F)cccc1Cl	-3	-72	-61	-9	-94	-0.1	-7	0.4	-1	-42	-15
20	CC(C(=O)O)c1ccc(C(=O)c2ccccc2)s1 (stereo not given)	3	-44	2	18	-58	0.9	3	0.0	-3	-44	-5
21	CS(=O)(=O)N(CC(=O)N1CCN(c2ccccc2F)CC1)c1cccc(C(F)(F)F)c1	2	9	8	-8	12	-1.5	-7	-0.1	-6	17	-9
22	CCOc1cc(S(=O)(=O)NCc2ccco2)c(OCC)cc1-n1cnnn1	-1	14	12	8	15	-1.6	-5	0.1	3	-18	-11
23	Cn1c(=O)c(C(=O)NCc2ccccc2Cl)c(O)c2ccccc21	0	-26	-11	-2	-145	-0.5	-1	0.0	22	-11	-21
24	O=C(CN1CCN(c2nc(-c3ccccc3)cs2)CC1)Nc1ccc2c(c1)OCO2	2	-19	3	-9	-4	-0.9	-4	-0.1	0	5	-9
25	O=Cc1cccn1-c1cccnc1	2	25	16	-14	18	0.1	5	-0.2	1	-19	-4
26	CN1CCN(C(=O)c2cccc(S(=O)(=O)N3CCCCC3)c2)CC1	0	6	7	6	3	1.8	-5	0.3	0	10	.
27	CCOC(=O)C1CCCN(Cc2cccc(Cl)c2)C1 (stereo not given)	-2	-5	-1	.	5	0.5	-10	0.1	-1	-27	-8
28	CCOC(=O)C1=C(C)N(CCCC(=O)O)C(=O)NC1c1ccccc1OS(=O)(=O)c1ccc(C)cc1 (stereo not given)	-2	7	-2	-4	10	0.4	2	0.3	-6	-26	.
29	Cc1ccccc1NC(=O)c1ccccc1NC(=O)CCC(=O)O	1	16	-7	-6	13	-2.1	7	0.1	1	-3	-3
30	COc1ccc(-n2c(=S)[nH]c3c(sc(=S)n3-c3ccccc3)c2=O)c(OC)c1	-4	16	-1	11	5	-0.4	16	-0.2	5	-18	-7
31	COc1ccccc1C(=O)NCc1ccc2c(c1)OCO2	8	-69	-12	-3	-21	3.5	-1	0.0	4	-6	-7
32	O=C1OCC2=C1C(c1ccc(F)cc1)Sc1ccccc1N2 (stereo not given)	-2	25	17	-21	33	-0.6	-1	0.2	-1	-9	-10
33	Cc1ccnc(OC(C(=O)O)C(OCc2ccccc2)(c2ccc(F)cc2)c2ccc(F)cc2)n1 (stereo not given)	2	14	2	-5	9	0.8	10	-0.1	5	2	-20
34	CCCCOC(=O)c1nnc(-c2ccccc2)o1	-1	11	4	16	0	-0.2	3	0.1	-9	-22	-5
35	O=C(COc1cccnc1[N+](=O)[O-])NCc1ccc(F)cc1	-1	0	-2	14	4	-0.3	8	-0.1	-9	-17	-24
36	Cc1ccc(C(O)c2nc3ccccc3n2C)cc1 (stereo not given)	.	-7	21	-4	6	-0.1	-4	0.0	17	0	-3
37	C=CCn1ccc(=NC=C(C#N)C#N)c2ccccc21	3	0	9	12	3	2.1	-2	-0.1	-10	12	-3
38	COC(=O)[C@H](CC(C)C)NC(=O)CCc1nnc(COc2ccccc2)o1	-1	3	-4	-3	-1	5.1	-2	0.2	-1	-10	3
39	COc1ccc(C(=O)OCC(=O)Nc2ccc3[nH]c(=O)[nH]c3c2)c(OC)c1OC	3	11	0	10	4	-0.5	5	0.0	-2	-33	-6
40	CC(NC(=O)CN1C(=O)NC(c2ccccc2)(c2ccccc2)C1=O)c1cccs1 (stereo not given)	3	7	-10	13	12	-2.3	10	0.0	-1	5	-6
41	COc1cc(C(c2c(C)[nH][nH]c2=O)c2c(C)[nH][nH]c2=O)cc(Cl)c1O	4	6	8	-2	21	-0.2	2	-0.1	-13	-5	-2
42	O=C(COC(=O)c1ccccc1Nc1ccccc1)c1ccccc1	1	-95	-20	-11	-48	2.1	4	-0.2	0	-45	-5
43	CCOCCCNS(=O)(=O)c1ccc(OC)c(Cl)c1Cl	0	15	-3	1	18	0.4	-2	-0.1	0	-31	0
44	NC(=O)Cn1nnc(-c2ccc(NC(=O)c3ccc(F)cc3)cc2)n1	-3	-190	-21	0	-173	-3.0	5	0.3	-2	-31	8
45	O=C1CCCC(O)=C1C(C#Cc1ccccc1)C1=C(O)CCCC1=O	-2	14	28	11	-15	2.9	-7	0.0	1	-15	.
46	CCC(C(=O)Nc1nc(C)c(C)s1)c1ccccc1 (stereo not given)	1	5	-10	0	15	-0.1	-10	0.1	0	-17	-3
47	COc1ccc(/C=C(/C(=O)N2CCCCC2C(=O)O)c2ccc(OC)c(OC)c2)cc1 (stereo not given)	.	3	-20	1	-5	-0.7	3	-0.2	1	-21	-5
48	O=C(C1CCCN1S(=O)(=O)c1cccc2cccnc12)N1CCc2ccccc21 (stereo not given)	4	16	13	-7	5	0.1	-8	0.0	-4	-19	1
49	COc1cc(CN2C[C@@H](CO)O[C@@H](n3cnc4c(N5CCOCC5)ncnc43)C2)cc(OC)c1OC	.	24	.	1	3	3.0	-12	-0.2	0	-14	-4
50	O=C(Cc1ccc(F)cc1)Nc1ccc(S(=O)(=O)N2CCCCC2)cc1	7	25	6	-1	14	-0.5	4	0.5	-3	-37	-1
51	O=C(N/N=C/c1ccccc1)c1ccc2c(c1)OCO2	1	-126	-42	-4	-106	1.2	-2	-0.1	-4	-75	-8
52	C/C(=N\NC(=O)c1ccc(-c2ccccc2)cc1)c1cccc(N)c1	2	-3	2	15	-46	-0.3	-5	0.3	0	9	3
53	Cc1cccc(OCCC(=O)NNC(=O)Cn2nc(C)cc2C)c1	.	10	-6	-2	11	-2.6	4	-0.2	5	-16	-5

# Not a hit list (roughly 3.5% active in at least one column).
